From PubChem BioAssay
GPR151 ag – activators of human GPR151, primary screen, cell-based, PathHunter beta-arrestin, luminescence | G-protein coupled receptor 151 (Homo sapiens), Q8TDV0 | PathHunter beta-arrestin GPR151 cells | activation, % at 11.2 µM | 650,000 tested, 1% active; in the data active = activation above about 4.9%;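 note: 0% = median of compound wells and 100% = cells with positive control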
Target sequence (Q8TDV0 whole entry, looked up): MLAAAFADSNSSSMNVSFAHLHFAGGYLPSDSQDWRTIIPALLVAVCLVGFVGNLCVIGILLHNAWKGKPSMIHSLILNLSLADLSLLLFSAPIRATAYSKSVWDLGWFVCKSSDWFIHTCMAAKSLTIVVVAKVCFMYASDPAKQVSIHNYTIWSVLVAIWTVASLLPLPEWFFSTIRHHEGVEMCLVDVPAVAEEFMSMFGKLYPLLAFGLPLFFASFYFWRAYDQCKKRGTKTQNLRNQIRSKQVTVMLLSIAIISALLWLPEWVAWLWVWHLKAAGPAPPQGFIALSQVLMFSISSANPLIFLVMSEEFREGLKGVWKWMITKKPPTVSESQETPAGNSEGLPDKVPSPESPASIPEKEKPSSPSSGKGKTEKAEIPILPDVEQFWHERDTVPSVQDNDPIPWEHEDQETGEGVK
MITF inh – MITF inhibitors, primary screen, biochemical, AlphaScreen, human; inhibition, % at 2.6 µM; AID 1259374, 2018; AlphaScreen MITF homodimerization, bead proximity signal; 650,000 tested, 0.91% active; in the data active = inhibition above about 50%;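 note: 0% = vehicle wells with protein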
Target sequence (O75030 whole entry, looked up): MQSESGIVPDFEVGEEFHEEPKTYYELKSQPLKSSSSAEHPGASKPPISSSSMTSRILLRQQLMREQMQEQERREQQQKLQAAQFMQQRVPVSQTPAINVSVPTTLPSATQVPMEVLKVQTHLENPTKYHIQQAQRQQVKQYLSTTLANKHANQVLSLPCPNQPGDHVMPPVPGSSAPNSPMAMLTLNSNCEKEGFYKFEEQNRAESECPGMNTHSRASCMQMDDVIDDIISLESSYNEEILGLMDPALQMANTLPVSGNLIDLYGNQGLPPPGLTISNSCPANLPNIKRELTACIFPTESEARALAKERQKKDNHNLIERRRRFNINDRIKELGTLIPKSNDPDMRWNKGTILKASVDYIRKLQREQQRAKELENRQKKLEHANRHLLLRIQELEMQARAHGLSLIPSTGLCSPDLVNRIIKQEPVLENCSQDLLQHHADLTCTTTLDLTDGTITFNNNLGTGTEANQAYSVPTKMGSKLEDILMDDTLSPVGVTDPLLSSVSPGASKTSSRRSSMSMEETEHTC
FBW7 act – FBW7 E3 ligase activators, primary screen, biochemical, AlphaScreen, human | AID 1259310, 2017 | 650,000 tested, 0.13% active | normalized activity (activation), % at 26.1 µM | F-box/WD repeat-containing protein 7 (Homo sapiens), Q969H0 | AlphaScreen FBW7–phospho-cyclin E peptide binding, activator screen; in the data active = normalized activity above about 1.9%;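 note: purified mutant Fbw7 with reduced substrate affinity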
TEAD-YAP block – TEAD-YAP interaction inhibition, primary screen, TEAD-YAP interaction inhibitor project, luminescence, HEK-TIYL cells. AID 1259422, 2018. TEAD-Gal4/YAP UAS-luciferase luminescence. inhibition, % at 9.12 µM. 640,000 tested, 1.4% active; in the data active = inhibition above about 32%;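 note: 0% = median of test compound wells and 100% = reference inhibitor wells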
Active calls of the source: *.

SMILES | GPR151 ag | MITF inh | FBW7 act | TEAD-YAP block
O=C(Cn1cnc2c(nnn2-c2ccccc2)c1=O)NCC1CCCO1 (centres undefined) | -1.1 | 13 | 0.0 | 11
COc1ccccc1C1C(C(C)=O)=C(C)N=c2s/c(=C\c3cc(C)n(-c4ccc(Cl)cc4)c3C)c(=O)n21 (centres undefined) | -0.5 | 15 | 0.7 | 11
CC(=O)NC(CCS(C)(=O)=O)C(=O)Nc1cc(F)ccc1F (centres undefined) | -2.3 | 5 | 0.2 | -5
CCNS(=O)(=O)c1ccc(CCC(=O)NC2CC2)cc1 | 6.7* | 11 | 0.1 | -12
O=C1CCc2cc(S(=O)(=O)NC(Cc3ccccc3)C(=O)O)ccc2N1 (centres undefined) | -0.9 | -3 | 0.0 | 4
O=C(NCc1ccccc1)c1cc([N+](=O)[O-])ccc1N1CCOCC1 | 1.3 | 10 | -0.1 | 2
COc1ccc2nc(NCCNS(=O)(=O)c3cccc4ccccc34)c(C#N)cc2c1 | 1.1 | 1 | 0.3 | -4
CCOC(=O)c1sc(NC(=O)CSc2nnc(CNC(=O)c3ccccc3F)n2-c2cccc(C)c2C)c(C(=O)OCC)c1C | 0.1 | 8 | 0.1 | 4
CCC(C)NC(=O)c1ccc([N+](=O)[O-])cc1 (centres undefined) | -1.2 | 12 | 0.8 | -4
O=C(Nc1nnc(-c2ccco2)o1)c1ccccc1Cl | -0.6 | 21 | 0.1 | -17
COc1cccc(CNC(=O)c2cc3ccc(-c4ccncc4)cc3[nH]2)c1 | -1.8 | 12 | 0.2 | -3
Cc1ccc(-c2nnn(CC(=O)NC(=O)NC3CCCCC3)n2)cc1 | -1.3 | 2 | 0.1 | 4
CCN1CCCC1CNS(=O)(=O)c1ccc(F)c(Cl)c1 (centres undefined) | 1.2 | 6 | 0.8 | -3
N/C(=N\OC(=O)CCCOc1ccccc1)c1cccc([N+](=O)[O-])c1 | -0.9 | 6 | 0.2 | -12
N#CC1=C(S)N=C(N)C(c2nc(-c3ccccc3)cs2)C12CCCC2 (centres undefined) | -0.6 | 13 | 0.4 | -7
O=C(O)c1ccc(OCc2ccnc(Cl)c2)cc1 | -11 | 4 | -0.1 | -3
O=C(/C=C/Nc1ccc(F)cc1Br)c1ccccc1 | -4.5 | 6 | -0.1 | 86*
Cc1nc2ccccc2c2oc(C(=O)NC3CCCC3)cc12 | 0.4 | 7 | 0.1 | -4
Cc1c(Cl)cccc1N(CC(=O)NCCSc1ccccc1)S(C)(=O)=O | -1.1 | 0 | 0.1 | 9
N#Cc1ccc(Cl)cc1NC(=O)COC(=O)c1c(F)cccc1F | -1.5 | 1 | -0.1 | 21
CCOC(=O)c1c(NC(=O)C(C)Oc2ccc(OC)cc2)sc2c1CCCC2 (centres undefined) | -2.5 | 9 | -0.3 | -1
CNC(=O)c1ccc(-c2cccc(Cl)c2)nc1NCCOC | 0.6 | -4 | 0.2 | -82
C=C(C)CN1C(=O)NC(CC)(C2CCN(Cc3nc4ccccc4nc3C)CC2)C1=O (centres undefined) | 1.3 | 12 | 0.2 | -31
O=C(CNC(=O)c1ccco1)N/N=C/c1cc(Br)c(O)c(Br)c1 | 0.4 | -10 | 0.1 | -4
O=C(Nc1nnc(-c2ccc3c(c2)CCCC3)o1)C1CC1 | -0.9 | 17 | 0.2 | -29
COc1cc(-c2nnc(SCCSC)o2)cc(OC)c1OC | -1.2 | 5 | -0.2 | -15
CC(NS(=O)(=O)c1ccc2c(c1)OCCO2)c1ccccc1 (centres undefined) | 4.3 | -6 | -0.1 | 6
COc1ccc(S(=O)(=O)N(CC(=O)Nc2cc(C)ccc2OC)Cc2ccccc2)cc1 | 0.2 | 30 | 0.3 | 6
CCOc1ccccc1NC(=O)Cn1c(=O)oc2cc(Cl)ccc21 | -0.1 | -5 | 0.1 | 8
O=C1COc2ccc(C(=O)COC(=O)COc3ccc4c(c3)CCC4)cc2N1 | -0.9 | -12 | 0.1 | 4
O=C(COC(=O)c1ccc(NC(=O)c2cccs2)cc1)c1ccccc1 | -0.8 | -5 | 0.0 | -11
Cc1cc(NC(=O)Nc2ccc(C#N)cc2)c(=O)n(Cc2ccccc2F)c1 | 3.4 | 6 | -0.1 | 4
COc1ccc(C2/C(=C(\O)c3ccc(Cl)cc3)C(=O)C(=O)N2c2ccccc2C)cc1 (centres undefined) | 1.0 | 1 | 0.0 | -13
COc1ccc(C2CC(=O)c3c([nH]c(C(=O)OC(C)C)c3C)C2)cc1OC (centres undefined) | 0.7 | -4 | 0.0 | 14
Cc1[nH]c(=O)[nH]c(=O)c1N1CCOCC1 | -0.7 | 9 | 0.2 | 9
CCOC(=O)c1c(NC(=O)N/N=C/c2ccccc2Cl)sc(C(C)=O)c1C | 1.1 | 1 | 0.0 | 5
COc1cncc(-c2cnc3c(Nc4cccc(C(F)(F)F)c4)nccn23)c1 | 3.9 | -9 | 0.0 | 10
CCn1c(=NC(=O)C2CC2)sc2cc(OC)c(OC)cc21 | -1.5 | -3 | 0.1 | -6
COC(=O)C1CCN(C(=O)Nc2ccccc2)CC1 | -2.5 | 13 | 1.0 | 11
COc1ccccc1NC(=O)Nc1cccn(Cc2ccccc2Br)c1=O | 0.0 | 18 | 0.0 | -1
CSc1cccc(CNC(=O)c2ccc(OC3CCN(Cc4ccccn4)CC3)cc2)c1 | 0.3 | 15 | 0.0 | 14
COc1ccc(C(C)(C)C)cc1NC(=O)c1nc2ncccn2n1 | -1.0 | 5 | -0.2 | 0
CN(CC(=O)O)S(=O)(=O)c1ccc(Br)cc1 | 1.2 | 1 | 0.0 | 3
COc1cc(CN2CCN(C(=O)c3cccc(F)c3)CC2)cc(OC)c1OC | 1.4 | 45 | 0.0 | 4
CCC(C)OC(=O)C1=C(C)NC(=O)NC1c1cccc([N+](=O)[O-])c1 (centres undefined) | -0.4 | -8 | -0.1 | -19

At a glance, 3 of the compounds above:
SMILES | GPR151 ag | MITF inh | FBW7 act | TEAD-YAP block
O=C(COC(=O)c1ccc(NC(=O)c2cccs2)cc1)c1ccccc1 | -0.8 | -5 | 0.0 | -11
Cc1cc(NC(=O)Nc2ccc(C#N)cc2)c(=O)n(Cc2ccccc2F)c1 | 3.4 | 6 | -0.1 | 4
COc1ccc(C2/C(=C(\O)c3ccc(Cl)cc3)C(=O)C(=O)N2c2ccccc2C)cc1 (centres undefined) | 1.0 | 1 | 0.0 | -13

Remaining list, next part
SMILES | GPR151 ag | MITF inh | FBW7 act | TEAD-YAP block
CC1=C(C(=O)Nc2ccccc2)C(c2ccccc2)n2c(s/c(=C/c3ccc(N(C)C)cc3)c2=O)=N1 (centres undefined) | 0.9 | 17 | 0.1 | -1
CC1(C)CC(NS(=O)(=O)c2ccc(S(N)(=O)=O)cc2)CC(C)(C)N1 | -0.9 | 10 | 0.0 | 1
CC(=O)c1ccc(NC(=O)C(C)N2CCNC(=O)C2)cc1 (centres undefined) | 0.6 | -7 | -0.1 | 5
COc1ccc(CC(=O)Nc2nnc(C34CC5CC(CC(C5)C3)C4)s2)cc1 | 0.5 | 5 | -0.1 | 13
COc1ccc(C(=O)Nc2ccccc2C(=O)NC(C(=O)Nc2cccc(C)c2)C(C)C)cc1 (centres undefined) | -0.4 | 14 | -0.2 | 4
CCOC(=O)CNC(=O)c1ccc(OC)c(Br)c1 | 5.6* | -11 | -0.2 | -6
COC(=O)c1cc(C(=O)NCc2ccc3c(c2)OCO3)cc([N+](=O)[O-])c1 | 0.3 | 19 | 0.0 | 4
CCOc1cc(C2C(C(C)=O)=C(O)C(=O)N2CC(OC)OC)ccc1O (centres undefined) | -0.7 | -1 | -0.1 | 2
COc1ccc(OCCSCc2nnc(NC(=O)COc3ccccc3C)s2)cc1 | 0.1 | 15 | -0.1 | -6
CN1C(=O)C(=Cc2ccc(OCc3ccc(C(=O)O)cc3)cc2)C(=O)N(C)C1=S | -4.7 | 5 | -0.2 | -5
COc1ccc(N2C(=O)CN(C(=O)c3ccccn3)CC23CCCC3)cc1 | 0.7 | 5 | 0.2 | -3
O=C1CSC(=O)N1Cc1ccc(F)cc1Cl | -0.3 | -9 | 0.0 | -2
CCc1ccccc1OCC(=O)NCc1ccccc1 | 5.8* | 12 | 0.7 | -5
O=C(CCc1ccccn1)N1CCOc2ccc(CN3CCc4ccccc4C3)cc2C1 | -1.0 | 6 | 0.0 | 3
C=CCn1c(SCC(=O)Nc2cccc(OC)c2)nnc1-c1cccs1 | 0.2 | -5 | -0.1 | 1
CCOC(=O)c1c(NC(=O)c2cccs2)sc(C(=O)Nc2ccccc2OC)c1C | 0.5 | 3 | -0.1 | -2
Cn1cc(I)c(-c2nc(-c3nonc3N)no2)n1 | -1.4 | -6 | -0.1 | -36
COc1ccc(C(=O)Nc2ccccc2SC)cc1 | -0.1 | 2 | 0.2 | -37
Cc1ccc(N2C(=O)C3CC=CCC3C2=O)cc1Cl (centres undefined) | -0.5 | 3 | 0.2 | -2
CSc1ccc2ccccc2[n+]1CCCS(=O)(=O)O | -0.3 | 0 | 0.4 | 0
COc1ccc(C2C(=O)N(C3CCCCCC3)CC(=O)N2Cc2ccc3c(c2)OCO3)cc1 (centres undefined) | -0.4 | -5 | 0.3 | -8
COc1cccc(OC)c1C(=O)Nc1ccc(C(=O)Nc2ccccc2C(=O)O)cc1 | 1.0 | 21 | 0.0 | 1
O=C(CSc1nc2ccc(N3C(=O)c4ccccc4C3=O)cc2s1)c1ccc2ccccc2c1 | 0.7 | 0 | -0.2 | -7
Cc1cccc(NC(c2ccccn2)c2c(C)[nH]c3ccccc23)n1 (centres undefined) | 1.1 | 11 | 0.1 | -4
Cc1nc2c(C(=O)NCc3ccccc3)cnn2c(C)c1Cc1ccccc1F | 1.1 | 13 | 0.1 | 5
CCCCCCNC(=O)CC(NS(=O)(=O)c1ccc(OC)cc1)c1ccco1 (centres undefined) | -0.3 | -3 | 0.0 | 2
CC(C)Oc1ccc(C(=O)Nc2nnc(SCC(=O)N3CCCCCC3)s2)cc1 | 0.6 | -13 | 0.0 | -20
O=C(CSc1nc2cc(C(=O)NCc3ccccc3Cl)ccc2c(=O)n1CCc1ccccc1)c1ccccc1 | -0.4 | 14 | -0.1 | -5
CCC(C(=O)NCc1ccccc1OC)n1c2ccccc2c2nc(=O)cc(C)n21 (centres undefined) | 0.0 | 6 | 0.0 | 4
Cc1cc(C)cc(NC(=O)CN2C(=O)CC(C)Sc3ccccc32)c1 (centres undefined) | 0.8 | -16 | 0.0 | -6
COc1ccc(S(=O)(=O)N(CC(=O)N2CCCC2)c2ccc(C)cc2)cc1OC | 0.5 | 0 | 0.0 | -5
COc1ccccc1N1CCN(C2CCCN(Cc3ccc4nonc4c3)C2)CC1 (centres undefined) | 8.0* | 0 | -0.1 | 14
Cc1cc(-n2c(C)cc(C(=O)CSc3nc(N)cc(N)n3)c2C)no1 | -0.9 | -4 | -0.1 | 2
Cc1nc2c(C(=O)NC(C)c3ccccc3)c[nH]n2c(=O)c1Cl (centres undefined) | 2.6 | 5 | 0.1 | 15
O=C(C1CC12CCN(Cc1ccccc1)CC2)N1CCN(Cc2cccs2)CC1 (centres undefined) | -0.7 | -6 | -0.1 | 10
CCN1CCN(c2cc(C)c3cc(NC(=O)c4ccc(Cl)nc4)ccc3n2)CC1 | -1.1 | 2 | -0.2 | 5
CC1=C(C(=O)OCC2CCCCC2)C(c2ccc([N+](=O)[O-])cc2)CC(=O)N1 (centres undefined) | 0.9 | 13 | 0.1 | -1
CCC1(CCC(=O)N2CCC(C(O)Cc3ccccc3)CC2)CCC(=O)N1 (centres undefined) | 2.9 | 1 | 0.1 | -9
Cc1cc(NC(=O)CSc2nc3c(sc(=S)n3-c3ccccc3C)c3nc4ccccc4n23)n[nH]1 | -0.8 | -1 | 0.0 | -12
C=CCn1c(C)nc2c(sc3nc4c(cc32)COC(C)(C)C4)c1=O | 0.2 | 10 | -0.1 | -74
CC1CCN(C(=O)CCNC(=O)c2cccs2)CC1 | -0.6 | 4 | 0.0 | -14
Cc1cc(C)n2nc(Cc3ccccc3)nc2n1 | -0.6 | 2 | 0.1 | -7

4 compounds picked at random from the list so far, as already listed:
SMILES | GPR151 ag | MITF inh | FBW7 act | TEAD-YAP block
O=C(C1CC12CCN(Cc1ccccc1)CC2)N1CCN(Cc2cccs2)CC1 (centres undefined) | -0.7 | -6 | -0.1 | 10
CC1CCN(C(=O)CCNC(=O)c2cccs2)CC1 | -0.6 | 4 | 0.0 | -14
CC1=C(C(=O)OCC2CCCCC2)C(c2ccc([N+](=O)[O-])cc2)CC(=O)N1 (centres undefined) | 0.9 | 13 | 0.1 | -1
Cc1cc(C)n2nc(Cc3ccccc3)nc2n1 | -0.6 | 2 | 0.1 | -7

Ordered by formula weight (falling): part of the list above
SMILES | GPR151 ag | MITF inh | FBW7 act | TEAD-YAP block
Cc1cc(NC(=O)CSc2nc3c(sc(=S)n3-c3ccccc3C)c3nc4ccccc4n23)n[nH]1 | -0.8 | -1 | 0.0 | -12
Cc1c(Cl)cccc1N(CC(=O)NCCSc1ccccc1)S(C)(=O)=O | -1.1 | 0 | 0.1 | 9
CC1=C(C(=O)OCC2CCCCC2)C(c2ccc([N+](=O)[O-])cc2)CC(=O)N1 (centres undefined) | 0.9 | 13 | 0.1 | -1
COC(=O)c1cc(C(=O)NCc2ccc3c(c2)OCO3)cc([N+](=O)[O-])c1 | 0.3 | 19 | 0.0 | 4
CNC(=O)c1ccc(-c2cccc(Cl)c2)nc1NCCOC | 0.6 | -4 | 0.2 | -82
Cc1[nH]c(=O)[nH]c(=O)c1N1CCOCC1 | -0.7 | 9 | 0.2 | 9
